GALK inh = blocks human galactokinase activity | Purified GALK, Kinase-Glo residual ATP luminescence | 270,000 tested, 0.007% active | Potency, µM (doses to about 57.5 µM), for inactives: at the top dose activity change, negative = inhibition, actives largely listed as inhibitors; note: potency is the fitted concentration of half-maximal effect; % is set by controls: 0 for no effect and ±100 for the full control effect
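Kinase-Glo Plus luminescence measured ATP left after a 1 h room-temperature reaction. The reaction used 5 nM GALK, 100 uM galactose and 35 uM ATP at pH 8.0 (20 mM HEPES, 5 mM MgCl2, 60 mM NaCl, 1 mM DTT, 0.01% BSA).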
Giardia kill = Giardia lamblia killing | Giardia lamblia trophozoite viability | activity change, % at 7.66 µM, hits read low | 340,000 tested, 0.15% active; in the data active = activity change below about -80%; inconclusive = between about -30% and that limit;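 note: parasites exposed to compound for two days anaerobically before the ATP read; % is set by controls: 0 for no effect and ±100 for the full control effect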
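Trophozoite viability was measured as ATP-dependent luminescence, read 15-30 min after reagent addition. Before that, parasites at 100 cells/well were exposed to compounds for 48 h, anaerobically, at 37 deg C.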
hERG WT inh = inhibitors of human wildtype KCNH2 potassium channel | U2OS, BacMam KCNH2, thallium flux FluxOr; hits give low values | AID 720551 | 340,000 tested, 0.37% active | activity change, % at 1.84 µM;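 active = maximum activity change below -70%; inconclusive = maximum activity change between -70% and -50%; inactive = maximum activity change above -50%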; note: % is set by controls: 0 for no effect and ±100 for the full control effect
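U2OS cells were transduced with wild-type KCNH2 virus (2.03 x 10^8 / mL) for 4 h at room temperature, then cultured overnight at 37 C. Thallium flux was read with FluxOr dye. Rate constants were normalized to DMSO controls.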
A-T KAP1 phos = candidate therapy for ataxia-telangiectasia. […] A-T fibroblasts, KAP-1 phosphorylation AlphaLISA; neocarzinostatin DNA damage 30 min before lysis. Potency, µM (highest dose often 57.5 µM), for the others: at the highest dose activation, usual class: activators. 320,000 tested, 0.19% active. AID 485349; note: potency is the fitted concentration of half-maximal effect; % of control where 0% means no effect; nearly all actives have a fitted effect of over 45% in size
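ATM-like activity read as KAP-1 phosphorylation via AlphaLISA donor/acceptor antibody pairs after lysis and 6 hr at 25C. Cells were ATM-null patient fibroblasts ([…], hTERT), dosed 60 min, then exposed to the DSB inducer NCS for 30 min.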
Coupling enz = coupling enzyme interference in Giardia aldolase counter-screen; coupling enzyme system counterscreen, AmpLite Red fluorescence; activity change, negative = inhibition, % at 58.2 µM, hits read low; 290,000 tested, 0.67% active; AID 2472; in the data active = activity change below about -30%; note: % is set by controls: 0 for no effect and ±100 for the full control effect
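Compounds tested against the coupling enzymes alone at 57.5 uM final; readout was AmpLite Red fluorescence (525/598 nm) after 20 min at RT.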
Tb PFK inh = blocks T. brucei phosphofructokinase. 330,000 tested, 0.17% active. Potency, µM (titrated, usually from 57.5 µM), without a hit: at the top dose activity, negative = inhibition, hits mostly inhibitors. AID 485367. T. brucei PFK, ADP-Glo luminescence;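 note: potency is the fitted concentration of half-maximal effect; 0% = uninhibited 1x PFK enzyme wells and -100% = no-enzyme wells; nearly all actives have a fitted effect of over 60% in size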
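Activity is normalized to no-enzyme wells (full inhibition) and 1.25 nM enzyme wells (no inhibition). Reaction: 0.5 mM F6P, 0.1 mM ATP, 45 min RT, ADP-Glo luminescence; concentration-response curves fitted and classed by quality.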
TSHR antagonist = human thyrotropin receptor antagonism; P16473; TSHR-expressing cells, TSH-stimulated cAMP HTRF, 2 h; hits give low values; activity change, negative = inhibition, % at 11.5 µM; 330,000 tested, 0.2% active; AID 504810;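 active = activity change below a set negative limit, meaning inhibition stronger than a set level, cut at about -70% in these data; inconclusive = activity change between two set negative limits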; note: % is set by controls: 0 for no effect and ±100 for the full control effect
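Antagonism was scored as loss of TSH-driven cAMP in TSHR cells, stimulated with 4nM TSH (EC80) for 2 hours at 37 deg C and detected by homogeneous HTRF competition immunoassay.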
Chronic BCR inh = blocks chronic active B-cell receptor signaling. ABC-DLBCL IkBa-CBG/CBR reporter, luminescence ratio, 4 h. Potency, µM (highest dose often 46.1 µM), inactives show top-dose ratio change, negative = lower green/red ratio, most hits filed as inhibitors. 340,000 tested, 0.05% active. AID 493014; active = well fitted inhibition curve with a large enough effect in the signal ratio, with a control signal flat, not every such curve was filed as active; inconclusive = small, poorly fitted or top-dose-only effect, or effect the other way, or a change in a side signal; the % refers to the signal ratio;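 note: potency is the fitted concentration of half-maximal effect; plate controls were basal doxycycline-induced cells for no effect and cells given 10 µM MG132 for full effect; MG132 reads +100%, hits lower the ratio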
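Doxycycline induced both beetle luciferases in TMD8 lymphoma cells; IKK-driven degradation limits the IkappaBalpha-fused green signal, while red luminescence normalises for cell number and nonspecific effects. Compounds tested up to 46 uM, 4 hrs.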
TCR activator = activators of T cell receptors. primary human leukocytes, anti-CD3, IL-2 HTRF, 48 h. Potency, µM (doses to about 9.22 µM), inactives show top-dose activation of IL-2 secretion, usual class: activators. 330,000 tested, under 10 active. AID 504894; note: % of control where 0% means no effect
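48 hr co-incubation of compounds, a-CD3 beads and primary human leukocytes; IL-2 quantified homogeneously by HTRF with anti-IL-2 K and d2 conjugates.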
MLL CXXC-DNA inh = blocks binding of human MLL CXXC domain to DNA. MLL-CXXC / FITC-HOXA9 DNA fluorescence polarization. Potency, µM (highest dose often 115 µM), for inactives: at the top dose activity change, negative = inhibition, usual class: inhibitors. 290,000 tested, 0.037% active; active = well fitted inhibition curve with a large enough effect in the polarisation, with a control signal flat, not every such curve was filed as active; inconclusive = small, poorly fitted or top-dose-only effect, or effect the other way, or a change in a side signal; inactive = no such curve, though single readings can be large or run the other way; the % refers to the polarisation; note: potency is the fitted concentration of half-maximal effect
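Steps: dispense CXXC domain solution (7 uM) → pin compounds or unlabeled HOX-A9 DNA control → 5 min ambient → add FLSN-HOX-A9 solution (50 nM) → spin → 30 min ambient → fluorescence polarization. Tris pH 7.5/NaCl/DTT/BSA buffer.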
Starred values were filed as active, the others as inactive; ? = inconclusive; · = no result given; [ ] = another dose, or the depositor's remark. Unless noted, calls come from the whole dose curve; as a rule, active = well fitted curve in the direction sought with a large enough effect; inconclusive = small, poorly fitted or top-dose-only effect, or another doubt; inactive = no such curve, though single readings can be large; an effect the other way counts as inactive or inconclusive.

SMILES	GALK inh	Giardia kill	hERG WT inh	A-T KAP1 phos	Coupling enz	Tb PFK inh	TSHR antagonist	Chronic BCR inh	TCR activator	MLL CXXC-DNA inh
COc1ccc(C(=O)C2CCN(CC(=O)Nc3cc(C)cc(C)c3)CC2)cc1	6%	-10	-37	-2%	0	-1%	-9	-9%	7%	29%
COc1cccc(CNC(=O)Cn2c(=O)c3cccn3c3ccccc32)c1	-8%	-6	11	26%	·	5%	-7	0%	-3%	10%
Cc1cc(N2CC34C=CC(O3)C(C(=O)O)C4C2=O)no1 (stereo not given)	-3%	2	4	3%	4	-8%	6	-6%	5%	2%
Cc1cc2cc(C)c(NCCNC(=O)c3ccccc3)nc2cc1C	0%	-4	7	1%	9	2%	16	-13%	-3%	-3%
CC(=O)NC1C(=O)N=C(SCC(=O)NC(C)c2ccccc2)NC1=O (stereo not given)	0%	2	5	-2%	4	4%	13	10%	·	4%
CC(C(=O)NC1C(=O)N2C(C(=O)O)=C(CSc3nnnn3C)CSC12)n1cc(Br)cn1 (stereo not given)	-2%	-7	1	2%	4	?	15	10%	2%	-14%
C=CCOc1ccccc1CNCCCN1CCOCC1	-1%	-3	6	-5%	4	3%	47	1%	1%	13%
COC(=O)c1ccc(/C=C2/SC(=S)N(CCC(=O)NCCCN3CCOCC3)C2=O)cc1	1%	3	-17	-5%	3	-3%	·	-1%	-1%	48%[activator]
N/C(=N\OC(=O)/C=C/c1ccccc1)c1ccncc1	-1%	-4	6	1%	1	7%	-20	?	-2%	1%
c1ccc([C@H]2CC3C[C@@H](c4ccccc4)N2O3)cc1	·	8	-9	9%	4	-3%	4	10%	-1%	-2%
Cn1c(=O)c2c(nc(SCCN3CCCCC3)n2C)n(C)c1=O	-4%	9	-5	2%	2	-2%	-6	?	-2%[46.1 µM]	4%
CCNc1nc(SCC(=O)Nc2ccccc2)nc(N2CCOCC2)n1	8%	-2	-2	-3%	0	0%	13	-4%	2%	-2%
CC(C)Oc1ccc(C(CC(=O)O)c2ccc(F)cc2)cc1 (stereo not given)	-2%	33[activator]	11	-7%	4	-1%	1	0%	-17%	-7%
CCCNC(=O)COc1coc(CN2CCN(c3ccccc3)CC2)cc1=O	-5%	-22	9	1%	·	1%	-1	-3%	0%	20%
CCCN(CCC)C(=O)c1ccc2c(c1)OCO2	-1%	0	3	-1%	0	1%	8	-9%	2%[46.1 µM]	-7%
CCN1CCN(Cc2nc(N)nc(Nc3ccc(C)c(C)c3)n2)CC1	-3%	-14	11	4%	1	0%	7	0%	0%	3%
Cc1ccc(S(=O)(=O)N2CCOC23CCN(C(=O)C(=O)NCCC(C)C)CC3)cc1	·	-7	3	-3%	·	13%	8	5%	-5%	·
Cc1coc2cc3oc(=O)c4c(c3cc12)CCCC4	-1%	-8	-3	11%	3	-3%	-6	1%	0%	-2%
Cc1ccc(CSc2ccc(S(=O)(=O)N3CCOCC3)cn2)cc1	·	4	6	-6%	·	0%	-20	1%	-4%	·
CC(=O)NC(c1ccco1)c1cc(Br)c2cccnc2c1O (stereo not given)	·	·	·	-5%	·	3%	-7	?	·	·
CCN(CC(=O)Nc1c(F)cccc1F)C(=O)Cc1c[nH]c2ccccc12	·	-1	-10	12%	·	3%	0	-6%	-2%	·
COCCN(C(=O)CCC(=O)Nc1ccccn1)C(C(=O)NCCC(C)C)c1ccc(F)cc1 (stereo not given)	-2%	11	-7	-3%	2	-8%	2	-1%	-1%	8%
COc1ccc([N+](=O)[O-])cc1NCc1cccc([N+](=O)[O-])c1	4%	8	3	0%	-2	-6%	-10	10%	-4%	-4%
CSc1ncccc1C(=O)NC1CCCCCCC1	·	40[activator]	-5	-6%	4	-4%	-4	-4%	-1%	2%
Cc1nn(C)cc1S(=O)(=O)N1CCN(c2ccccc2F)CC1	-2%	14	-7	6%	·	1%	7	?	-5%	-1%

An excerpt from above, showing only A-T KAP1 phos.
Molecule | A-T KAP1 phos
CC(C(=O)NC1C(=O)N2C(C(=O)O)=C(CSc3nnnn3C)CSC12)n1cc(Br)cn1 (stereo not given) | 2%
C=CCOc1ccccc1CNCCCN1CCOCC1 | -5%
COC(=O)c1ccc(/C=C2/SC(=S)N(CCC(=O)NCCCN3CCOCC3)C2=O)cc1 | -5%
N/C(=N\OC(=O)/C=C/c1ccccc1)c1ccncc1 | 1%
c1ccc([C@H]2CC3C[C@@H](c4ccccc4)N2O3)cc1 | 9%

Continuation:
SMILES	GALK inh	Giardia kill	hERG WT inh	A-T KAP1 phos	Coupling enz	Tb PFK inh	TSHR antagonist	Chronic BCR inh	TCR activator	MLL CXXC-DNA inh
O=C(Nc1ccccc1)Nc1nnc(Cc2ccc(F)cc2)s1	-2%	4	-10	17%	0	-1%	7	0%	·	-5%
Cc1ccc(SCCC(=O)NC(C)(C)C)cc1	0%	-3	-20	7%	-7	-3%	27	3%	5%[46.1 µM]	-4%
Cc1c(C(=O)c2cccc(F)c2)c2ccccn2c1CCC#N	2%	-19	-13	3%	-29	-3%	7	?	1%	0%
O=C(O)COc1ccccc1/C=N/NC(=O)c1ccc(F)cc1	1%	-12	-7	0%	1	1%	1	?	2%	2%
COc1ccccc1OC(C)C(=O)N1CCc2ccccc21 (stereo not given)	·	-4	3	2%	·	12%	-2	-7%	1%	·
CCn1c(N)c(Br)c(=O)[nH]c1=O	12%	1	-15	-11%	-2	-3%	2	-3%	2%	0%
Cc1[nH]n(-c2ccc([N+](=O)[O-])cc2)c(=O)c1C=NCCN1CCN(C(=O)C(C)C)CC1	-1%	1	-4	-4%	1	-3%	34	?	1%	3%
CCN(CC(=O)NCc1ccc(Cl)cc1)CC(=O)Nc1ccc(C(N)=O)cc1	-3%	-15	-8	3%	3	-3%	37	-1%	4%	?
COC(=O)C1C(O)=C(C=NC2CCCCC2)C(=O)CC1(C)C (stereo not given)	4%	1	1	7%	1	2%	10	?	-4%	13%
COc1ccc(CN2CCOCC2)c(C)c1C	-1%	-8	-5	-2%	3	-2%	11	?	9%	-3%
Cc1ccc(CNC(=O)CCS(=O)(=O)c2cccc3nsnc23)cc1	1%	8	-5	-4%	-1	5%	7	6%	1%	-1%
O=S(=O)(c1ccc(N2CCN(CCO)CC2)nc1)N1CCCCC1	2%	13	-11	·	2	-2%	-3	-13%	-1%[46.1 µM]	2%
Nc1nc(Nc2ccccc2)sc1C(=O)c1ccccc1	·	-1	6	2%	3	-4%	8	?	2%	2%
CCOc1ccc(C(=O)NC2CCN(S(C)(=O)=O)CC2)cc1	-4%	4	-8	5%	0	2%	-8	-13%	·	5%
COc1ccc(S(=O)(=O)N2CCN(C(=O)CSC(=S)N3CCCC3)CC2)cc1	·	-16	-18	-8%	·	0%	-4	2%	·	·
Cc1cc(C(=O)NNc2ccc(F)cc2)no1	-2%	8	6	0%	0	?	0	3%	4%	5%
CC(=O)c1ccc(OCCCC(=O)OCC(=O)Nc2c(C)nn(-c3ccccc3)c2C)cc1	·	1	17	-5%	·	-3%	-2	?	·	·
CC(=O)N1c2ccc(S(=O)(=O)NCC3CCC(C(=O)N4CC(C)CC(C)C4)CC3)cc2CC1C (stereo not given)	-1%	39[activator]	19	-1%	4	0%	5	6%	-2%	-1%
Cc1oc(-c2cccs2)nc1CN1CCN(C(C)C)C(CCO)C1 (stereo not given)	1%	1	6	3%	1	1%	6	2%	-3%	8%
CC(=O)c1ccc(NC(=S)Nc2ccc(Br)c(Cl)c2)cc1	-1%	-5	11	0%	2	12µM*	8	?	3%	23%
O=C(C1CCN(S(=O)(=O)c2cccc3nsnc23)CC1)N1CC=C(c2ccccc2)CC1	-2%	-7	6	-3%	-10	0%	-25	6%	-23%	-5%
CC1CCCN(C(=O)c2ccc(S(=O)(=O)Nc3ccccc3Cl)cc2)C1 (stereo not given)	4%	12	-9	-5%	·	-12%	14	?	-1%	20%
COC(=O)c1sccc1NC(=S)Nc1ccc(OC)cc1	1%	-13	-2	-3%	2	-3%	-4	-9%	13%	15%
COCCN1CCN(C(=O)c2cc(COc3cncc(Cl)c3)on2)CC1	-4%	-6	0	13%	·	0%	-9	4%	11%	3%
CC(=O)c1ccc(OCCCC(=O)Nc2cccc(S(=O)(=O)N3CCCCC3)c2)cc1	·	3	-3	13%	·	?	-33	-11%	2%	·
CC(=O)c1cccc(NC(=O)c2ccncc2)c1	4%	3	-14	2%	2	1%	9	?	-2%	-7%
CCn1cc(S(=O)(=O)Nc2ccc(Cl)cc2F)cn1	2%	9	-12	8%	·	-13%	0	3%	1%	8%

High-throughput results from PubChem BioAssay.
